Bioassay records as filed in PubChem BioAssay.
ALOX15 inhib = inhibitors of human 15-lipoxygenase (ALOX15). purified 15hLO-1, xylenol orange hydroperoxide absorbance. AID 887. 1.4% of 74,000 active. P16050. Potency, µM (top dose mostly 57.1 µM), for inactives: at the highest dose activity change, negative = inhibition, hits mostly inhibitors; further: potency means the concentration at half of the fitted maximal effect; on the % scale 0 is the no-effect control and ±100 the full control effect; nearly all actives have a fitted effect of over 55% in size
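Compounds were preincubated 15 min at room temperature with 40 nM purified human enzyme (25 mM Hepes pH 7.5, 0.01% Triton X-100); 50 uM arachidonic acid reacted 6 min. Fe-xylenol orange detection, 30 min, absorbance ratio 573/405 nm.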
BRCT inh green = blocks human BRCA1 BRCT binding to phosphopeptide, green readout | P38398 | 0.05% of 75,000 active | BRCA1 BRCT-phosphopeptide binding, green fluorescence polarization | Potency, µM (series often up to 76.9 µM), for inactives: at the highest dose activity change, negative = inhibition, actives largely listed as inhibitors;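 further: potency means the concentration at half of the fitted maximal effect; plate controls were peptide without protein for full effect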
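Fluorescence polarization: His-tagged BRCT (~35 kDa BRCA1 C-terminus, 250 nM) bound to 100 nM fluorescein-labeled phosphorylated 10-aa BACH1 peptide, pH 7.3 phosphate buffer with DTT and Tween 20. Compounds incubated 12 min at room temperature; inhibition read as lowered polarization.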
Pol III holo inh = DNA polymerase III holoenzyme inhibition; reconstituted DNA polymerase III holoenzyme replication, biochemical; Potency, µM (top dose mostly 57.1 µM), without a hit: top-dose activity change, negative = inhibition; 0.25% of 71,000 active; further: potency means the concentration at half of the fitted maximal effect; on the % scale 0 is the no-effect control and ±100 the full control effect
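Reconstituted *E. coli* holoenzyme (0.35 nM Pol III, 1 nM beta, 154 nM SSB, 2 nM primase) was preincubated with compound for 15 min at RT. Synthesis on 1.4 nM ssM13Gori ran 35 min, then was stopped with PicoGreen/EDTA and read as dsDNA fluorescence.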
BRCT PPI red = inhibitors of human BRCA1 BRCT-phosphoprotein interaction (red fluorophore); P38398; BRCT-phosphopeptide binding, red fluorescence polarization; Potency, µM (series often up to 76.9 µM), inactives show top-dose activity change, negative = inhibition, hits mostly inhibitors; 0.03% of 75,000 active; further: on the % scale 0 is the no-effect control and ±100 the full control effect
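Fluorescence polarization: 100 nM His-tagged BRCA1 BRCT with 100 nM TAMRA-labelled phospho-BACH1 decapeptide, phosphate buffer pH 7.3 with 150 mM NaCl, DTT, 0.01% Tween 20; 12 min RT. Binding inhibition seen as FP decrease.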
Rhodamine fluor = rhodamine region autofluorescence | Rhodamine-region fluorescence, 547/598 nm, Tris buffer; hits give high values | AID 594 | 0.05% of 59,000 active | max dye-equivalent concentration, M; in the data active means max dye-equivalent concentration above about 11 nM; inconclusive means between about 1.1 nM and that limit
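Read-out is relative fluorescence at 547 nm excitation and 598 nm emission, expressed as dye-equivalent concentration using rhodamine standards on every plate. Each compound was profiled across a concentration series after 15 min in 100 mM Tris, pH 8.0.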
Tau fil binding = binds recombinant human tau filaments. recombinant tau filaments, thioflavin S fluorescence, 15 h; filaments grown with octadecylsulfate alongside compound. AID 596. 2% of 71,000 active. P10636. Potency, µM (doses to about 57.1 µM), without a hit: at the top dose activity change, negative = inhibition;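 further: potency means the concentration at half of the fitted maximal effect; on the % scale 0 is the no-effect control and ±100 the full control effect; actives lower thioflavin S fluorescence by blocking filaments or displacing dye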
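ThS-based fibril read: tau 1 uM final, inducer ODS 30 uM final, 37 C for 15 h, ex 450/em 510 nm.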
HEK293 cAMP cs = counter-screen for TSHR agonists: cAMP increase in parental HEK293; 2.5% of 73,000 active; parental HEK293 CNG cAMP sensor, membrane potential fluorescence; Potency, µM (top dose mostly 57.1 µM), inactives show top-dose activation, hits mostly activators; further: potency means the concentration at half of the fitted maximal effect; % of control where 0% means no effect; nearly all actives have a fitted effect of over 55% in size
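Counterscreen for endogenous-receptor signalling: CNG-channel HEK 293 cells report cAMP rise by membrane depolarization. After 60 min dye equilibration with 100 uM RO 20-1724, compounds incubated 30 min before bottom-read fluorescence at 590 nm.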
Caspase-7 inhib = caspase-7 (human) inhibition, allosteric or competitive. AID 889. 0.02% of 75,000 active. Potency, µM (highest dose often 57.5 µM), inactives show at the top dose activity change, negative = inhibition, usual class: inhibitors. recombinant caspase-7, Ac-DEVD-AFC fluorescence rate. P55210; active means well fitted inhibition curve with a large enough effect in the main read-out, with a control signal flat, not every such curve was filed as active; inconclusive means small, poorly fitted or top-dose-only effect, or a change in a side signal; further: potency means the concentration at half of the fitted maximal effect; % of control where 0% means no effect
Target sequence (P55210 24-198 limits assumed): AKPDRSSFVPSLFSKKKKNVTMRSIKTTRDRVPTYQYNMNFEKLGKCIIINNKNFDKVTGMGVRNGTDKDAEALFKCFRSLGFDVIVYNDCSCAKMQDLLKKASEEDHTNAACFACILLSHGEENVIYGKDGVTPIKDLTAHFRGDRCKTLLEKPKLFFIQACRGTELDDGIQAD
Target sequence (P55210 207-303 limits assumed): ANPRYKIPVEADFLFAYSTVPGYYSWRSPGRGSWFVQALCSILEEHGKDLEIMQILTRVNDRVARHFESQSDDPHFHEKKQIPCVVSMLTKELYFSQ
Casp1 inh = allosteric or competitive inhibitors of human caspase-1 | Caspase-1 enzyme, Ac-WEHD-AFC fluorogenic rate | Potency, µM (series often up to 57.5 µM), for inactives: at the top dose activity change, negative = inhibition, most hits filed as inhibitors | 0.03% of 75,000 active | AID 900;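 further: potency means the concentration at half of the fitted maximal effect; plate controls were vehicle for no effect and no substrate for full effect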
Target sequence (P29466 120-297 limits assumed): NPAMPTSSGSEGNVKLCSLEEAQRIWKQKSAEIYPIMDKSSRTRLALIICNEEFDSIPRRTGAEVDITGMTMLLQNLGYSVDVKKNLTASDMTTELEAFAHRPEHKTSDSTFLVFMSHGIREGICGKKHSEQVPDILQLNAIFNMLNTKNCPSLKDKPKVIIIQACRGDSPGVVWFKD
Target sequence (P29466 317-404 limits assumed): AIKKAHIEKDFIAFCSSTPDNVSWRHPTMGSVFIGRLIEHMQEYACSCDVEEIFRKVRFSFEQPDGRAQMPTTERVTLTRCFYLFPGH
HADH2 inh = blocks human hydroxyacyl-CoA dehydrogenase type II; 3.4% of 73,000 active; Potency, µM (titrated, usually from 57.1 µM), inactives show at the highest dose activity change, negative = inhibition, actives largely listed as inhibitors; recombinant HADH2, NADH fluorescence, beta-hydroxybutyryl-CoA; Q99714; further: potency means the concentration at half of the fitted maximal effect; on the % scale 0 is the no-effect control and ±100 the full control effect; nearly all actives have a fitted effect of over 60% in size; many of its hits are not listed in these tables
Target sequence (Q99714 whole entry, looked up, one chain of several): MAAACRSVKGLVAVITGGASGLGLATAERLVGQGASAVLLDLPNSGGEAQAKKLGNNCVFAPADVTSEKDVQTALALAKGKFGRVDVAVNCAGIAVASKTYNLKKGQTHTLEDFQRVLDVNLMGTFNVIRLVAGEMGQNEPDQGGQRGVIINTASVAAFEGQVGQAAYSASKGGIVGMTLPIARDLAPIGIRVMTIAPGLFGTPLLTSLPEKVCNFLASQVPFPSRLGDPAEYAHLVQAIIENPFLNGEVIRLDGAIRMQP
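NADH fluorescence (ex 360/em 450 nm) read every 30 s for 4 min; activity taken as last-minus-first time point difference. Enzyme 20 nM, NAD+ 1 mM, beta-hydroxybutyryl-CoA 90 uM, pH 9.0 Tris buffer.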
USP2a inhib = blocks human ubiquitin-specific protease USP2a. USP2a enzymatic assay, qHTS inhibition. Potency, µM (series often up to 38.3 µM), for the others: at the highest dose activity change, negative = inhibition, actives largely listed as inhibitors. 0.1% of 60,000 active. AID 927;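 further: potency means the concentration at half of the fitted maximal effect; nearly all actives have a fitted effect of over 60% in size; plate controls were DMSO for no effect and NEM full inhibition control for full effect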
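Inhibition is measured in a cell-free coupled assay with 20 nM USP2 core, 20 nM Ub-PLA2 and 20 uM NBD C6-HPC, 2.5 h incubation. Activity normalized to NEM control.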
* hit, by the source's call; i = inactive; ? = inconclusive; / = no result given; [ ] = another dose, or the depositor's remark. Unless noted, the call rests on the fitted dose curve; in most records, active means well fitted curve in the direction sought with a large enough effect; inconclusive means small, poorly fitted or top-dose-only effect, or another doubt; inactive means no such curve, though single readings can be large; an effect the other way counts as inactive or inconclusive.

mol	ALOX15 inhib	BRCT inh green	Pol III holo inh	BRCT PPI red	Rhodamine fluor	Tau fil binding	HEK293 cAMP cs	Caspase-7 inhib	Casp1 inh	HADH2 inh	USP2a inhib
COc1ccc(-n2c(=O)c3c4c(sc3n(CC(=O)NCc3ccco3)c2=O)CCC4)c(OC)c1	-2.0%	0.5%	-2.3%	1.5%	i	11.8%	18.7%	1.5%	-1.6%	6.6%	28.4%
COc1ccc(C2(O)CC3CCC(C2)N3c2nc(C)cc(C)c2C#N)cc1 (stereo not drawn)	-6.4%	0.7%	-1.1%	-0.6%	i	4.3%	-3.5%	-2.7%	-4.2%	-2.0%	9.7%
Cc1ccc(C(=O)c2cc3c(cc2N)OCCO3)cc1	-12.7%	-0.7%	-7.1%	-1.7%	/	12.6µM*	-8.8%	-4.4%	-2.1%	-6.3%	/
CCCn1c(N)c(C(=O)CSc2nc3ccccc3n2CCC#N)c(=O)n(C)c1=O	-4.5%	3.6%	-1.4%	-0.8%	i	-1.1%	-5.1%	-1.2%	2.4%	?	11.0%
O=c1c(-c2cccc(F)c2)nc2cncnc2n1-c1ccccc1	7.5%	5.5%	-6.1%	0.4%	i	13.1%	?	-23.5%	-15.3%	-10.1%	56.1%[activator]
COC(=O)[C@@]1(Cc2ccc(F)cc2)[C@H]2c3cc(C(=O)N4CCCC4)n(Cc4ccccn4)c3C[C@H]2CN1C(=O)c1ccccc1	/	2.6%	-2.4%	-1.5%	/	20.4%	?	-2.6%	-2.5%	-0.7%	/
CCOC(=O)C1CCN(C(=O)COc2ccc(N(C)S(=O)(=O)c3cccs3)cc2)CC1	0.6%	-1.0%	3.9%	0.2%	i	4.7%	18.7%	-0.7%	3.5%	14.7%	22.6%
CC1(C)C(=O)C(c2ccccc2)=C2CN3C(=O)N(CCc4ccccc4)C(=O)C3(Cc3ccccc3)C=C21 (stereo not drawn)	/	-3.9%	-5.3%	-1.2%	/	-0.2%	21.2%	-1.2%	0.0%	-20.4%	/
CC(C)COCC1CC2(CC(C)C(=O)CC2=O)C(=O)O1 (stereo not drawn)	6.3%	-0.8%	-3.5%	-0.5%	i	-2.2%	-6.9%	0.3%	-1.9%	6.7%	-0.4%
O=C(CSCc1nc2ccccc2[nH]1)N1CCN(c2ccc(F)cc2)CC1	8.5%	-2.3%	-0.9%	0.1%	i	20µM*	15.8%	-12.5%	1.2%	?	30.1%[activator]
CCOC(=O)C1CCN(c2c(Nc3ccc4c(c3)OCCO4)c(=O)c2=O)CC1	-5.3%	-5.1%	-5.2%	-0.3%	/	-19.9%	5.3%	-2.0%	-2.1%	-24.6%	/
Cn1cnnc1SCC(=O)NC(=O)NC1CCCC1	9.6%	-0.9%	-3.3%	-1.1%	i	6.5%	-6.7%	0.9%	3.5%	13.1%	-2.4%
CC1CCCCC12NC(=O)N(CC(=O)NCCc1ccccn1)C2=O (stereo not drawn)	11.8%	-0.5%	0.6%	-2.1%	i	7.4%	-61.9%[inhibitor]	1.1%	0.2%	10.7%	1.9%
N#CCCn1ncc2ccccc21	-6.5%	-2.7%	1.2%	0.4%	i	-3.2%	8.8%	-0.2%	-2.0%	8.8%	-1.1%
CC1(C)NC(=O)N(CC(O)CN2C(=O)NC(C)(C)C2=O)C1=O	10.9%	-1.4%	-10.5%	-0.3%	i	6.4%	-3.4%	0.2%	0.6%	2.8%	-3.6%
Cc1ccc(Cn2nnc3c(=O)n(CC(=O)OCc4ccccc4)cnc32)cc1	2.1%	0.6%	-1.1%	0.5%	i	-0.7%	27.8%	-2.8%	-2.6%	-1.2%	7.4%
Cc1ccc2[nH]c(=O)c(CN(CC3CCCO3)C(=O)c3ccco3)cc2c1 (stereo not drawn)	9.5%	-0.6%	-6.9%	-0.7%	i	-4.8%	5.0%	-0.9%	3.2%	3.1%	-0.1%
CCCN1C(=O)CC(c2ccco2)Sc2ccccc21 (stereo not drawn)	-9.5%	-1.3%	/	-1.0%	/	/	6.4%	-3.4%	-2.1%	-16.4%	/
O=C(Nc1ccccc1N1CCCCC1)c1cccs1	-15.3%	3.0%	3.4%	0.4%	i	-1.7%	25.1µM*	0.9%	-2.8%	-6.3%	-26.1%
COc1cccc(CN2C(=O)CN(C3CCCCC3)C(=O)C2c2ccc(F)cc2)c1 (stereo not drawn)	2.1%	1.6%	-0.1%	-1.2%	i	-13.8%	15.1%	-1.9%	2.8%	-2.5%	5.0%
Cc1c(O)c(=O)ccn1C	13.9%[11.4 µM]	-0.4%[15.4 µM]	/	-1.9%[15.4 µM]	/	/	-1.1%[11.4 µM]	0.5%[11.5 µM]	-2.8%[11.5 µM]	-3.2%[11.4 µM]	/
O=S(=O)(Nc1ccccc1Cl)c1ccc(F)cc1	-4.1%	-0.9%	-7.5%	0.6%	i	5.6%	10.3%	1.2%	-2.1%	4.1%	-0.5%
O=C(CSc1nnnn1C1CCCC1)c1ccc2c(c1)OCCO2	-2.1%	2.0%	-0.7%	0.4%	i	5.0%	?	-1.3%	-1.1%	-4.5%	-4.6%
CCOC(=O)c1ccc(N2C(=O)C3CC=C(C)CC3C2=O)cc1 (stereo not drawn)	5.7%	2.3%	-6.9%	0.8%	/	-20.5%	7.3%	-1.2%	-6.1%	6.7%	2.0%
COc1ccc(NC2=C(C(C)=O)C(c3ccc4c(c3)OCO4)C(C(C)=O)C(C)(O)C2)cc1 (stereo not drawn)	-11.2%	-3.3%	-2.5%	-2.6%	i	-14.7%	20.4%	-0.5%	1.4%	-0.1%	8.8%
Cc1[nH]nc2c1C(c1ccc(F)cc1)C(C#N)=C(N)O2 (stereo not drawn)	5.4%	-1.3%	-3.7%	0.7%	i	-0.9%	6.7%	1.9%	-1.9%	-1.4%	/
O=C(c1cccc(C(F)(F)F)c1)N1CCCCCC1	1.9%	1.1%	1.2%	-0.1%	i	0.0%	18.4%	0.7%	-1.7%	1.5%	2.2%
COc1ccc(CCNC(=O)c2cnn3ccccc23)c(OC)c1OC	0.5%	-2.5%	-10.0%	-1.4%	/	-12.6%	5.0%	-1.4%	2.9%	-2.6%	/
Fc1ccc(Cn2nnnc2CN2CCc3ccccc3C2)cc1	-10.6%	1.9%	-10.3%	-2.9%	i	4.3%	?	2.3%[0.00368 µM]	-2.1%	-8.5%	-13.3%
CCOC(=O)N1CCC(N2Cc3cccc(C(=O)NCc4ccc(OC)cc4)c3C2=O)CC1	-5.3%	0.1%	0.1%	-1.7%	i	2.5%	1.7%	-5.8%	0.7%	-8.6%	47.0%[activator]
COc1ccc(C(=O)N(Cc2ccco2)Cc2cc3cc(C)ccc3[nH]c2=O)cc1OC	?	-0.2%	-6.4%	-0.6%	i	2.0%	19.1%	-5.6%	-4.2%	2.2%	4.2%
O=C(Oc1ccc2c(c1)OCO2)c1cccs1	?	-2.1%	-4.9%	-1.9%	i	-6.0%	2.9%	0.9%	-2.1%	7.8%	-3.7%
Cc1ccccc1N(CC(=O)NCCSCc1ccco1)S(C)(=O)=O	?	2.8%	1.5%[11.4 µM]	1.3%	/	-4.0%[11.4 µM]	4.6%[11.4 µM]	-13.2%	-3.0%	-25.3%[11.4 µM]	20.6%[7.66 µM]
Cc1cc(NC(=O)c2noc3c2CCCC3)n(-c2ccccc2)n1	6.7%	0.7%	-15.9%	-0.3%	i	1.4%	2.1%	0.9%	1.9%	-5.4%	17.0%
Cc1ccc(C)c(C(=O)NCc2ccncc2)c1	5.8%	-1.9%	-0.7%	-0.3%	i	7.1%	12.8%	-1.6%	1.7%	-4.0%	-8.6%
Cn1ncc(C#N)c1NC(=O)C1CC(c2c(F)cccc2Cl)=NO1 (stereo not drawn)	9.1%	0.0%	0.7%	0.1%	i	5.8%	3.8%	-1.2%	-0.8%	-3.5%	-8.2%

These rows are one share of the data; count on the stated rates, not on these rows.
